# TNAP act hiacc: TNAP activators at high phosphate acceptor level, primary screen, biochemical, luminescence, uHTS; Alkaline phosphatase, tissue-nonspecific isozyme (Homo sapiens), P05186; purified TNAP, CDP-star luminescence, 1 M DEA, 30 min; active compounds read high; 0 = EDTA background, 1 = DMSO-only activity; activation factor at 20 µM; 200,000 tested, under 10 active; AID 1136, 2008;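 active = activation factor at least 2 at 20 µM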
# Target sequence (P05186 whole entry, looked up): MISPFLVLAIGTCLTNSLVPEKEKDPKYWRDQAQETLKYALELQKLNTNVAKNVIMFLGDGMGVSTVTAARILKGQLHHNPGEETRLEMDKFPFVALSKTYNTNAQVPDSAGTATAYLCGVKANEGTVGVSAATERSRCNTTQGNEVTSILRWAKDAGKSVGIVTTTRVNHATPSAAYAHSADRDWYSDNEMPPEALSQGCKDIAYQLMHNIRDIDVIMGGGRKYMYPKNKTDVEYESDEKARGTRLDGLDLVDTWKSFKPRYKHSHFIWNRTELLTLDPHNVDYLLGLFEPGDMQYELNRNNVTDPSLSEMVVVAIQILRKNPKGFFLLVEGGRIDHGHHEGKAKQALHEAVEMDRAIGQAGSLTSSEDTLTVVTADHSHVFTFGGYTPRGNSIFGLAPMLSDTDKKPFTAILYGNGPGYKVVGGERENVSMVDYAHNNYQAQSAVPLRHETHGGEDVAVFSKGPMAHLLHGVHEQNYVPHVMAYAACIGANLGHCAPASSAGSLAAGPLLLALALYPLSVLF
#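 Measured by: Luminescent substrate turnover signal | Test system: Human TNAP | Input: TNAP 1/800 final | Dosing: 20 µM single point | Schedule: 30 min, room temperature | Controls: EDTA wells as negative control, DMSO wells as positive control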
# ROMK primary: ROMK potassium channel modulators, primary screen, cell-based, thallium flux, MLSMR library | B-score at 10 µM | Tet-inducible ROMK, thallium flux fluorescence; actives lie on both sides | AID 1918, 2009 | ATP-sensitive inward rectifier potassium channel 1 (Homo sapiens), P48048 | actives 2% (n = 130,000);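 active = signal ratio slope over the read window, or its plate-corrected B-score, at least 3 SD from the plate mean, either direction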;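 also: B-score of the F/F0 ratio slope over 7 to 12 s after thallium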
# Target sequence (P48048 whole entry, looked up): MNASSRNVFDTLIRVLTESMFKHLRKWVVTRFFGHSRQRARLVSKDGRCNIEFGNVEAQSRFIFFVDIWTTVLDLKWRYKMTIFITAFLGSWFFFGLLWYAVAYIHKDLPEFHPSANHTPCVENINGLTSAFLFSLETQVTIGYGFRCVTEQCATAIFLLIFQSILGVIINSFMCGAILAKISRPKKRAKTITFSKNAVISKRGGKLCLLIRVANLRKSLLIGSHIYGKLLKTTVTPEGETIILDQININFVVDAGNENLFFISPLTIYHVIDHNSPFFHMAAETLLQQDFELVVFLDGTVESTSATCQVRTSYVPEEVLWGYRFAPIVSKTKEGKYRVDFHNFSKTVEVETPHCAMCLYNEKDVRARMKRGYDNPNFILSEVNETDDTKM
# bIAP inhibitor: bovine intestinal alkaline phosphatase inhibitors, primary screen, selectivity assay for TNAP inhibitor project, biochemical, bovine IAP, CDP-star luminescence | 190,000 tested, under 10 active | inhibition, % at 20 µM | purified bovine IAP, 30 min;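 active = over 50% inhibition of intestinal alkaline phosphatase at 20 µM in the single-dose screen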
#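 System: purified bovine intestinal alkaline phosphatase (IAP) enzyme; Input: IAP diluted 1/65,000,000 in the well; Measured by: CDP-star luminescence signal; Compound dosing: 20 µM single dose; Incubation: 30 min reaction at room temperature.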
# bIAP act: bovine intestinal alkaline phosphatase activators, primary screen, biochemical, bovine IAP, CDP-star luminescence; alkaline phosphatase, intestinal [Bos taurus]; activation factor at 20 µM; AID 1016, 2008; purified bovine IAP, 30 min; active compounds read high; fold of DMSO-control signal, blank-subtracted; actives 0.17% (n = 200,000);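 active = activation factor of 2 or more at 20 µM, a signal rise over negative controls twice the positive control's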
# * = called active by the depositor; · = not tested or not shown.
cpd	canonical_smiles	TNAP act hiacc	ROMK primary
1	CCC(=O)Nc1cc(=O)[nH]c2nc(-c3ccc(Cl)cc3)nn12	·	-0.27
2	COc1ccc(CNC(=O)N[C@@H](CC(C)C)C(=O)O)cc1OC	·	-1.4
3	FC(F)(F)Oc1ccc(NC(=S)Nc2ccc(OC(F)(F)F)cc2)cc1	·	-0.023
4	Cc1noc(C(=O)NC2CCCCC2)c1Cl	·	-0.0019
5	Cc1c(Cc2ccccc2)c(NCCN(C)C)n2c(nc3ccccc32)c1C#N	·	-0.12
6	c1csc(-c2nn3c(C4CCCCC4)nnc3s2)c1	·	-0.92
7	CC1(C)CC(=O)C(C=NCCN2CCN(CC(=O)Nc3ccc(F)cc3)CC2)=C(O)C1	·	0.97
8	COC(=O)c1c(C)oc(C)c1S(=O)(=O)NCc1ccc(OC)cc1	·	1

cpd	bIAP inhibitor	bIAP act
1	·	·
2	·	·
3	·	·
4	·	·
5	·	·
6	·	·
7	·	·
8	·	·

# Carrying on:
cpd	canonical_smiles	TNAP act hiacc	ROMK primary
9	S=C(c1ccc(-c2ccc(Br)cc2)o1)N1CCOCC1	·	2.4*
10	O=C(N/N=C/c1cccnc1)c1cccs1	·	0.44
11	O=C1NC(=Nc2cccnc2)S/C1=C/c1ccc(F)cc1	·	1.1
12	C[N+]12CCCCC1[C@@H](CO)CCC2 (some centres not stated)	·	1.5
13	O=C(NCCN1CCCCCC1)C1CCCN1S(=O)(=O)c1cccc2nsnc12 (configuration not stated)	·	-0.26
14	Cc1onc(-c2c(F)cccc2Cl)c1C(=O)N1CCSCC1	·	0.11
15	CCOc1cc(/C=N/n2c(C)nnc2C)ccc1O	·	0.3
16	Cc1ccc(C(=O)N/C(=C\c2ccc(C)o2)C(=O)O)cc1	·	0.22

cpd	bIAP inhibitor	bIAP act
9	·	·
10	·	·
11	·	·
12	·	·
13	·	·
14	·	·
15	·	·
16	·	·

# Other structures follow.
cpd	canonical_smiles	TNAP act hiacc	ROMK primary
17	NC(=O)NC(=O)COC(=O)c1ccccc1OCc1ccc(F)cc1	·	0.4
18	CN1CCc2c(sc3c2C(=O)NC(/C=C\c2ccccc2)N3)C1 (configuration not stated)	·	-0.12
19	CC(/C=C/c1ccccc1)=N/NC(=O)Cn1nnc(N)n1	·	0.0045
20	N#C/C(=C/c1cccs1)c1ccccn1	·	-0.36
21	O=C(Nc1ccc(C2SCCS2)cc1)c1ccccc1	·	-0.61
22	COc1cccc(Cc2n[nH]c(=S)n2Cc2ccco2)c1	·	-0.71
23	CCCCCSc1nnc(N)s1	·	-0.028
24	Nc1nnnn1CC(=O)N/N=C/c1cccs1	·	-0.034

cpd	bIAP inhibitor	bIAP act
17	·	·
18	·	·
19	·	·
20	·	·
21	·	·
22	·	·
23	·	·
24	·	·

# The list continues.
cpd	canonical_smiles	TNAP act hiacc	ROMK primary
25	O=C(O)CCC(=O)NN1C(=O)c2ccccc2NC1c1ccco1 (configuration not stated)	·	-1.1
26	O=C(Cn1nnc2ccccc21)c1ccc(Br)cc1	·	-1.2
27	CCn1nc(C)c(/C=N/NC(=O)Cn2nnc(N)n2)c1C	·	-0.42
28	CC1CCCCC12NC(=S)N(c1ccccc1)N2 (configuration not stated)	·	-0.14
29	COc1ccc(CCn2c(O)c(C=Nc3cccc(F)c3)c(=O)[nH]c2=O)cc1OC	·	-0.046
30	COc1cc([N+](=O)[O-])cc(/C=N/NC(=O)CSc2ccccn2)c1O	·	-0.48
31	O=C(N/N=C/C(Br)=C/c1ccccc1)c1cnccn1	·	1.1
32	CN(C)/C=C1\N=C(c2cccnc2Oc2ccc(Cl)cc2)OC1=O	·	-0.089

cpd	bIAP inhibitor	bIAP act
25	·	·
26	·	·
27	·	·
28	·	·
29	·	·
30	·	·
31	·	·
32	·	·

# Some of these compounds in order of SMILES length, high to low:
cpd	canonical_smiles	TNAP act hiacc	ROMK primary
30	COc1cc([N+](=O)[O-])cc(/C=N/NC(=O)CSc2ccccn2)c1O	·	-0.48
13	O=C(NCCN1CCCCCC1)C1CCCN1S(=O)(=O)c1cccc2nsnc12 (configuration not stated)	·	-0.26
1	CCC(=O)Nc1cc(=O)[nH]c2nc(-c3ccc(Cl)cc3)nn12	·	-0.27
2	COc1ccc(CNC(=O)N[C@@H](CC(C)C)C(=O)O)cc1OC	·	-1.4
18	CN1CCc2c(sc3c2C(=O)NC(/C=C\c2ccccc2)N3)C1 (configuration not stated)	·	-0.12
16	Cc1ccc(C(=O)N/C(=C\c2ccc(C)o2)C(=O)O)cc1	·	0.22
25	O=C(O)CCC(=O)NN1C(=O)c2ccccc2NC1c1ccco1 (configuration not stated)	·	-1.1
19	CC(/C=C/c1ccccc1)=N/NC(=O)Cn1nnc(N)n1	·	0.0045
11	O=C1NC(=Nc2cccnc2)S/C1=C/c1ccc(F)cc1	·	1.1
9	S=C(c1ccc(-c2ccc(Br)cc2)o1)N1CCOCC1	·	2.4*

cpd	bIAP inhibitor	bIAP act
30	·	·
13	·	·
1	·	·
2	·	·
18	·	·
16	·	·
25	·	·
19	·	·
11	·	·
9	·	·

cpd	canonical_smiles	TNAP act hiacc	ROMK primary
6	c1csc(-c2nn3c(C4CCCCC4)nnc3s2)c1	·	-0.92
21	O=C(Nc1ccc(C2SCCS2)cc1)c1ccccc1	·	-0.61
12	C[N+]12CCCCC1[C@@H](CO)CCC2 (some centres not stated)	·	1.5
10	O=C(N/N=C/c1cccnc1)c1cccs1	·	0.44
20	N#C/C(=C/c1cccs1)c1ccccn1	·	-0.36
23	CCCCCSc1nnc(N)s1	·	-0.028

cpd	bIAP inhibitor	bIAP act
6	·	·
21	·	·
12	·	·
10	·	·
20	·	·
23	·	·

# Next section
cpd	canonical_smiles	TNAP act hiacc	ROMK primary
33	COc1ccc(Cl)cc1C(=O)NCc1ccco1	·	-0.58
34	Nc1ccc2nc(SCc3ccccc3F)sc2c1	·	0.005
35	CN(C(=O)c1cc2c(s1)-c1ccccc1S(=O)(=O)C2)c1ccccc1	·	-0.45
36	Clc1ccc(-c2csc(Nc3cccnc3)n2)cc1	·	-0.22
37	CC(=O)NC1=NN(C(C)=O)C2(S1)C(=O)N(CC(C)C)c1ccc(C)cc12 (configuration not stated)	·	-0.82
38	C/C(CC(=O)Nc1ccc(Cl)cc1C(F)(F)F)=N\NC(=O)c1cccs1	·	-0.71
39	COC(=O)CNC(=O)C(Cc1c[nH]c2ccccc12)NC(=O)Oc1ccccc1 (configuration not stated)	·	0.059
40	CC1=NOC(=O)/C1=C\c1ccccc1	·	0.78

cpd	bIAP inhibitor	bIAP act
33	·	·
34	·	·
35	·	·
36	·	·
37	·	·
38	·	·
39	·	·
40	·	·

# Some of the entries above, reformatted:
# Order of values – TNAP act hiacc, ROMK primary, bIAP inhibitor, bIAP act
37	CC(=O)NC1=NN(C(C)=O)C2(S1)C(=O)N(CC(C)C)c1ccc(C)cc12 (configuration not stated)
    ·, -0.82, ·, ·
38	C/C(CC(=O)Nc1ccc(Cl)cc1C(F)(F)F)=N\NC(=O)c1cccs1
    ·, -0.71, ·, ·

# Later entries.
cpd	canonical_smiles	TNAP act hiacc	ROMK primary
41	CCN1CCN(C(=O)NCc2ccccc2)CC1	·	1.3
42	Cc1cc(N2CCN(C3CCCC3)CC2)n2ncc(-c3ccccc3)c2n1	1.1	·
43	CC(=O)Oc1ccc(N2C(=O)C3C(C2=O)C2(C)C=CC3(C)O2)cc1 (configuration not stated)	1.1	·
44	COc1ccc(/C(O)=C2/C(=O)C(=O)N(CCCN(C)C)C2c2cccnc2)cc1 (configuration not stated)	1	·
45	COC(=O)c1cc2c(=O)n3ccccc3nc2n(C)c1=N	1.1	·
46	CCOC(=O)c1sc(NC(=O)c2ccco2)nc1C	1	·
47	O=C(Nc1ccc(C2CCCCC2)cc1)C1CCCN(c2ncccn2)C1 (configuration not stated)	1	·
48	Cc1cccc(CCNC(=O)C2CCC(CNc3c(N4CCCC4)c(=O)c3=O)CC2)c1 (configuration not stated)	1.1	·

cpd	bIAP inhibitor	bIAP act
41	·	·
42	-6	1.1
43	6	0.9
44	4	1
45	0	1
46	8	0.9
47	-3	1
48	-12	1.1

# Next structures follow:
cpd	canonical_smiles	TNAP act hiacc	ROMK primary
49	Cc1oc(-c2ccc(F)cc2)cc1-c1nn2c(-c3ccoc3C)nnc2s1	1.1	·
50	Cc1cccn2c(=O)c3cc(C(=O)NCCCN4CCOCC4)n(C)c3nc12	1.1	·
51	Cc1ccc2[nH]c(=O)c(CN(CC3CCCO3)C(=O)c3ccco3)cc2c1 (configuration not stated)	1	·
52	CCOc1ccc2[nH]c(=O)c(CN(CC3COCCO3)C(=O)c3ccco3)cc2c1 (configuration not stated)	1	·
53	COc1ccc(N2CCN(C(=O)CSc3nc4cc(OC)c(OC)cc4cc3C#N)CC2)cc1	1.1	·
54	CCC12CN3CC(CC)(CN(C1)C31C(=O)N(C)c3ccc(C)cc31)C2=O (configuration not stated)	1	·
55	COc1ccccc1NC(=O)N(CCCN1CCOCC1)Cc1cc2cc3c(cc2[nH]c1=O)OCO3	1	·
56	COc1ccc(-c2ccc(-c3noc(-c4ccc(OC)c(OC)c4)n3)c(OC)n2)cc1	1	·

cpd	bIAP inhibitor	bIAP act
49	11	0.9
50	13	0.9
51	2	1
52	14	0.9
53	-5	1.1
54	5	0.9
55	-4	1
56	-1	1

# The list goes on.
cpd	canonical_smiles	TNAP act hiacc	ROMK primary
57	O=C(Nc1cccc(NC(=O)c2nccc3ccccc23)c1)c1ccco1	1	·
58	Cc1cc(C)n(-c2ccc(Cl)c(C(=O)OCC(=O)N3CCCCC3C)n2)n1 (configuration not stated)	1.1	·
59	O=C1CCCC2=C1C(c1ccccc1)C1=C(CCCC1=O)O2	1	·
60	COc1ccc(CC(=O)Nc2cc(C)c3c(=O)oc4ccccc4c3n2)cc1	1	·
61	CC(=O)c1c(COC(=O)c2ccco2)nc2ccccc2[n+]1[O-]	1	·
62	CCc1cc(=O)oc2cc(OCC(=O)N3CCc4ccccc43)ccc12	1.1	·
63	O=C1CCCC2=C1C(c1c(Cl)nc3sccn13)C1=C(CCCC1=O)N2	1	·
64	CCCCCOc1ccc(/C=c2\sc3ncnn3c2=O)cc1	1	·

cpd	bIAP inhibitor	bIAP act
57	11	0.9
58	-20	1.2
59	7	0.9
60	15	0.8
61	5	1
62	2	1
63	2	1
64	-5	1

# Additional structures:
cpd	canonical_smiles	TNAP act hiacc	ROMK primary
65	Cc1oc(/N=C/c2c(O)ccc3ccccc23)c(C#N)c1C	0.9	·
66	CC1C(=O)CC(c2ccccc2)N(C)C1c1ccccc1 (configuration not stated)	1	·
67	O=C1C(=O)N(CCCn2ccnc2)C(c2cccnc2)/C1=C(/O)c1ccc(F)cc1 (configuration not stated)	1	·
68	CCn1cc(C(=O)NC2CC3CCC2C3)c(=O)c2ccc(C)nc21 (configuration not stated)	1.1	·
69	CCN(CC)CCCN1C(=O)C(=O)/C(=C(/O)c2ccc(OC)c(Cl)c2)C1c1ccco1 (configuration not stated)	1.1	·
70	CCOC(=O)N1CCC(NC(=O)C(NC(=O)C2CCCCC2)C(C)C)CC1 (configuration not stated)	1.1	·
71	CCOc1ccc(NC(=O)CN2CCC(NC(=O)C3CCCCC3)CC2)cc1	1.1	·
72	c1csc(CCNc2ncnc3sc4c(c23)CCC4)c1	1	·

cpd	bIAP inhibitor	bIAP act
65	14	0.9
66	1	1
67	-3	1
68	11	0.9
69	-3	1
70	4	1
71	-8	1.1
72	8	0.9

# The list continues:
cpd	canonical_smiles	TNAP act hiacc	ROMK primary
73	C=C1CSc2nc(=O)c3c4c(sc3n21)CCC4	1	·
74	CCCn1c2c(c(O)c(C(=O)Nc3ccccn3)c1=O)CCCC2	1	·
75	CCn1c2ccccc2c2cc(C3C(C#N)=C(N)OC4=C3C(=O)CC(C)(C)C4)ccc21 (configuration not stated)	1	·
76	O=C(Nc1nnc(C2CC2)o1)c1ccc(S(=O)(=O)N2CCCc3ccccc32)cc1	1.1	·
77	Cn1c(SCC(=O)Nc2cc(=O)n(C)c(=O)n2C)nnc1-c1cccs1	1	·
78	COc1ccc(CNS(=O)(=O)c2ccc(S(=O)(=O)N3CCCCC3)cc2)cc1	1.1	·
79	Cn1cnnc1SCC(=O)Nc1ccccc1Sc1ccccc1	1.1	·
80	N#Cc1c(NC(=O)CSc2nc3ccccc3c(=O)n2Cc2ccco2)sc2c1CCCC2	1.1	·

cpd	bIAP inhibitor	bIAP act
73	0	1
74	0	1
75	8	0.9
76	-24	1.2
77	14	0.9
78	18	0.8
79	0	1
80	7	0.9

# Continuation.
cpd	canonical_smiles	TNAP act hiacc	ROMK primary
81	COc1ccc(C)cc1NC(=O)CN1C(=O)c2ccccc2S1(=O)=O	1	·
82	CCN(CC)CCN1C(=O)C(O)=C(C(C)=O)C1c1ccccc1 (configuration not stated)	1.1	·
83	CN(C)CCN1C(=O)c2oc3ccccc3c(=O)c2C1c1ccccc1 (configuration not stated)	1	·
84	CCCCCCSc1cc(C)nc2ncnn12	1	·

cpd	bIAP inhibitor	bIAP act
81	8	0.9
82	15	0.8
83	2	1
84	-8	1.1

# This is a subset, so the mix of outcomes need not match the whole.
